Source: PubChem
HEK293 NFkB inh = inhibitors of PMA/ionomycin-induced NF-kB reporter, primary screen, antigen receptor NF-kB inhibitor project, cell-based, HEK-293 luciferase reporter, luminescence | inhibition, % at 3 µM | HEK-293 NF-kB luciferase reporter | hit rate 0.21% among 62,000 | AID 465, 2006;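 active = inhibition above the mean of all tested compounds plus 3 SD, cut at about 40% in these data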;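 note: 0% = stimulated DMSO wells and 100% = 10 µM reference inhibitor 5653914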
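Reagent: PMA plus ionomycin mix as NF-kB-activating stimulus. Assay system: NF-kB luciferase reporter HEK-293 cells. Technique: luminescence from luciferase substrate reagent. Incubation: 1 h compound pre-incubation, 16 h PMA/ionomycin at 37 °C. Benchmarks: DMSO only as uninhibited control, 10 µM reference inhibitor as full inhibition. Repeats: tested once.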
MMP13 inh = human MMP13 inhibitors, primary screen, biochemical, FRET peptide cleavage; MMP-13 fTHP FRET cleavage, Mca fluorescence; inhibition, % at 4 µM; hit rate 0.07% among 65,000;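 active = inhibition above the mean of compound-free control plate wells plus 3 SD, cut at about 14% in these data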;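 note: 0% = DMSO wells and 100% = wells with reference MMP-13 inhibitor after basal subtraction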
Cdc25B block = inhibitors of Cdc25B phosphatase catalytic domain, primary screen, biochemical, OMFP fluorescence; recombinant Cdc25B, OMFP fluorescence Ex485/Em525; M-phase inducer phosphatase 2 (Homo sapiens), P30305; hit rate 0.1% among 65,000; inhibition, %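 (compounds tested at 10 µM final in the well)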; in the data active = inhibition above about 50%
MKP-1 inh = MKP-1 phosphatase inhibitors, primary screen, biochemical, in vitro; recombinant MKP-1, OMFP hydrolysis fluorescence; hit rate 0.15% among 65,000; Dual specificity protein phosphatase 1 (Homo sapiens), P28562; inhibition, %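 (compounds tested at a single concentration somewhere between 10 and 100 µM)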;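 active = inhibition above about 50%, limit read from the data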;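 note: 0% = DMSO max control wells and 100% = wells with enzyme stopped by NaOH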
Target sequence (P28562 whole entry, looked up): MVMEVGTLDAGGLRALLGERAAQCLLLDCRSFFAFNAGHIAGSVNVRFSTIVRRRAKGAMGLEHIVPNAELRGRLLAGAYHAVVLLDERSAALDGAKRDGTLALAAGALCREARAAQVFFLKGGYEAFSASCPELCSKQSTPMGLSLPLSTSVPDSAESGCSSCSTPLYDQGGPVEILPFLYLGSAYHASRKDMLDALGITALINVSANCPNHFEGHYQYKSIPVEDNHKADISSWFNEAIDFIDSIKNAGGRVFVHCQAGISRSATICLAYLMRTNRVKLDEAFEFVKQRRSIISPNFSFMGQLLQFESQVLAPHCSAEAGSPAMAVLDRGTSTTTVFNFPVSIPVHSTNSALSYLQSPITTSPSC
TNAP act mid DEA = human TNAP enzyme activators, primary screen, biochemical, luminescent, intermediate phosphate acceptor level | Alkaline phosphatase, tissue-nonspecific isozyme (Homo sapiens), P05186 | purified TNAP, CDP-star luminescence, 100 mM DEA, 30 min; hits give high values; scale: 0 levamisole-inhibited, 1 vehicle-only enzyme | activation factor at 20 µM | 64,000 tested, under 10 active | AID 813, 2007;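 active = activation factor of at least 2 at 20 µM, relative to controls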
JNK3 blocker = JNK3 kinase activity inhibitors, primary screen, biochemical, human, purified enzyme; Mitogen-activated protein kinase 10 (Homo sapiens), P53779; HTS; inhibition, % at 8 µM; hit rate 0.61% among 60,000; AID 746, 2007; in the data active = inhibition above about 17%;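 note: 0% = DMSO and 100% = reference inhibitor; many of its hits are not listed in these tables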
Target sequence (P53779 whole entry, looked up): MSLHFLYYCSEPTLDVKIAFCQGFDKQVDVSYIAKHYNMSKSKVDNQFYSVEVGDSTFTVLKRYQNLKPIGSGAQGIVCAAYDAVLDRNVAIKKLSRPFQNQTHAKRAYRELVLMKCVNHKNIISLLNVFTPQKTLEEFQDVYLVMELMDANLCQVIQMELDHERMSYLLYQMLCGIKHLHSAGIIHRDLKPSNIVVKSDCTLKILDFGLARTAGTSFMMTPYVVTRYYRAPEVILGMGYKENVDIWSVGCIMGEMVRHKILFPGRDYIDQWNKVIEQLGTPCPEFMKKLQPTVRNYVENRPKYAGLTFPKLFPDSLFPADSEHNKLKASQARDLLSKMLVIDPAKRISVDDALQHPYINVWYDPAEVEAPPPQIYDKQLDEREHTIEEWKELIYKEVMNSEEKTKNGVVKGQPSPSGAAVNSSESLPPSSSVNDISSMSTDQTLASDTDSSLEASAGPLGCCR
ROCK2 blocker = inhibitors of human ROCK2 kinase, primary screen, biochemical, high-throughput, luminescence; inhibition, % at 6 µM; AID 604, 2007; hit rate 0.35% among 60,000; purified ROCK2, Kinase-Glo ATP depletion luminescence; Rho-associated protein kinase 2 (Homo sapiens), O75116;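 active = inhibition above the screen-wide mean inhibition plus 3 SD, cut at about 18% in these data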;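 note: plate controls were DMSO wells for no effect and Y-27632 control wells after no-enzyme background subtraction for full effect; many of its hits are not listed in these tables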
PKA inh = inhibitors of human PKA kinase activity, primary screen, biochemical, ATP-depletion luminescence, Kemptide substrate. PKA Kemptide phosphorylation, Kinase-Glo ATP luminescence. inhibition, % at 6 µM. hit rate 0.1% among 65,000;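 active = inhibition above the screen-wide mean inhibition plus 3 SD, cut at about 21% in these data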; note: many of its hits are not listed in these tables
Jurkat tox 60K = cytotoxicity toward Jurkat T cells, primary screen, cytotoxicity control, cell-based, Jurkat E6.1, 60K MLSMR library. AID 463, 2006. hit rate 1.2% among 56,000. inhibition, % at 4 µM. Jurkat E6.1 viability, ATP luminescence, 48 h;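 active = inhibition above the mean inhibition of all tested compounds plus 3 SD, cut at about 28% in these data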
An asterisk follows results filed as active; nt = not tested or not shown; [ ] = another dose, or the depositor's remark.

# | molecule | HEK293 NFkB inh | MMP13 inh | Cdc25B block | MKP-1 inh | TNAP act mid DEA | JNK3 blocker | ROCK2 blocker | PKA inh | Jurkat tox 60K
1 | Nc1nonc1-c1noc(CCCCCN2C(=O)c3ccccc3C2=O)n1 | 0 | 0 | -6 | 6 | 0.9 | 3 | 7 | 12 | -2
2 | COC(=O)c1c(NC(=O)c2cccs2)sc2c1CCC(C)C2 (configuration not stated) | 17 | -5 | -6 | 2 | 0.9 | -9 | -3 | -6 | 5
3 | O=C(CS(=O)(=O)c1ccccc1)Nc1nc(-c2ccccc2)cs1 | -2 | -3 | -6 | -1 | 1 | -3 | 12 | 11 | -2
4 | CCOc1ccccc1OCCCCCc1c(C)n[nH]c1C | 15 | -2 | 8 | -27 | 1.1 | 2 | 5 | 8 | 2
5 | COc1ccc(S(=O)(=O)Nc2nncs2)cc1 | 4 | -3 | -6 | -7 | 0.9 | 6 | 6 | 11 | 2
6 | O=C(NCc1ccccc1)C1C2C=CC3(CN(Cc4cccnc4)C(=O)C13)O2 (configuration not stated) | 11 | 0 | -1 | -5 | 1 | nt | nt | 6 | nt
7 | CCOC(=O)N1CCC(NC(=O)c2ccc(NC(=O)C3CCCO3)cc2)CC1 (configuration not stated) | 11 | 0 | -13 | 9 | 1 | nt | nt | 2 | nt
8 | Cc1cc(NC(=O)CCC(=O)N(c2cccnc2)C(C(=O)NC2CCCC2)c2ccccc2)no1 (configuration not stated) | 14 | 2 | 0 | 7 | 1 | -6 | 5 | 12 | -2
9 | Cc1nc(C)n(C(=O)N(c2ccccc2)c2ccccc2)n1 | 14 | 0 | -13 | -1 | 1 | -4 | 0 | -1 | 1
10 | CCCOc1ccccc1C1C(C(=O)OC)=CN(C(C)C)C=C1C(=O)OC | 22 | -232[fluorescence artefact?] | -9 | 18 | 1.5 | 1 | 3 | 5 | -1
11 | COc1ccccc1N1CCN(C(CNC(=O)c2ccco2)c2cccnc2)CC1 (configuration not stated) | -4 | 0 | -32 | 5 | 0.9 | -2 | 0 | 9 | 12
12 | Cc1cc(C)n(-c2nc3c(c(=O)[nH]c(=O)n3C)n2CC(O)COc2ccccc2)n1 (configuration not stated) | 16 | 1 | 0 | 10 | 0.9 | -3 | 6 | 12 | 1
13 | COc1ccc(N2C(=O)C3CCCN3C2c2cc(OC)c(OC)cc2OC)cc1 (configuration not stated) | 4 | -7 | -9 | -6 | 0.9 | -1 | 1 | 3 | -2
14 | O=CNCCCc1nc2ccccc2n1Cc1ccccc1 | 2 | -1 | -4 | -11 | 1 | 4 | 5 | 6 | 0
15 | CC(C)c1nnc(NC(=O)CCC(=O)N2CCN(Cc3ccccc3)CC2)s1 | 5 | 0 | -3 | -15 | 0.9 | 9 | 2 | 9 | -4
16 | CCc1ccc2[nH]c(=O)c(C(c3nnnn3CC3CCCO3)N3CCN4CCCC4C3)cc2c1 (configuration not stated) | 0 | -8 | -3 | 2 | 0.9 | -3 | -4 | -6 | 3
17 | N#Cc1cnc(Nc2nc3ccccc3o2)nc1-c1ccccc1 | -8 | 2 | -17 | 6 | 1.1 | nt | nt | 5 | nt
18 | CCC(=O)Nc1c(-c2ccc(OC)cc2)c(=O)c2ccccc2n1C | 8 | -29 | 2 | -23 | 0.9 | -5 | -2 | 2 | 5
19 | COC(=O)C(C(=O)Nc1ncccn1)C1CCCCCC1 (configuration not stated) | 2 | -2 | 3 | 6 | 1 | -5 | 2 | 0 | 2
20 | CCOC(=O)N1CCN(C(=O)C2CCCN(S(=O)(=O)c3cccnc3)C2)CC1 (configuration not stated) | 1 | 3 | 9 | 2 | 1 | 1 | 5 | 0 | 0
21 | CCOC(=O)C1=C(C)Nc2nnnn2C1c1cccc(OC)c1OC (configuration not stated) | 5 | -1 | -10 | 1 | 1 | 7 | -5 | 3 | 2
22 | COc1ccc(NC(=O)c2cnc3sccn3c2=O)cc1OC | 15 | 2 | 2 | 12 | 0.6 | -9 | 1 | -6 | 4
23 | O=C(NCCCN1CCCC1=O)c1cncc(Br)c1 | 12 | 2 | -1 | 8 | 0.9 | -4 | -1 | -3 | -4
24 | Cc1cccc(CN2CCN(c3ccccn3)CC2)c1 | 12 | -10 | -8 | 7 | 1 | -6 | 2 | 2 | -2
25 | CCOC(=O)N1CCc2c(sc(NC(=O)c3ccc(Cl)s3)c2C(N)=O)C1 | 13 | 3 | 8 | 37 | 0.9 | 8 | -2 | -2 | 13
26 | CCCCN(CC)Cc1c(C)[nH]c2ccccc2c1=O | 11 | 0 | -2 | -5 | 1 | 4 | 2 | 9 | -2
27 | O=C(c1ccc(N2CCCCS2(=O)=O)cc1)N1CCN(c2ccc(N3CCOCC3)nn2)CC1 | 10 | -18 | -11 | 10 | 1 | 2 | 0 | 4 | 6
28 | O=S(=O)(NCC(c1cccnc1)N1CCN(c2ccc(F)cc2)CC1)c1ccccc1 (configuration not stated) | 12 | -6 | 11 | 13 | nt | 9 | 3 | 0 | 2

Filtered by structure: those above containing two or more sulfur atoms
# | molecule | HEK293 NFkB inh | MMP13 inh | Cdc25B block | MKP-1 inh | TNAP act mid DEA | JNK3 blocker | ROCK2 blocker | PKA inh | Jurkat tox 60K
2 | COC(=O)c1c(NC(=O)c2cccs2)sc2c1CCC(C)C2 (configuration not stated) | 17 | -5 | -6 | 2 | 0.9 | -9 | -3 | -6 | 5
3 | O=C(CS(=O)(=O)c1ccccc1)Nc1nc(-c2ccccc2)cs1 | -2 | -3 | -6 | -1 | 1 | -3 | 12 | 11 | -2
5 | COc1ccc(S(=O)(=O)Nc2nncs2)cc1 | 4 | -3 | -6 | -7 | 0.9 | 6 | 6 | 11 | 2
25 | CCOC(=O)N1CCc2c(sc(NC(=O)c3ccc(Cl)s3)c2C(N)=O)C1 | 13 | 3 | 8 | 37 | 0.9 | 8 | -2 | -2 | 13

Ordered by SMILES length (descending): 3 of the compounds above
# | molecule | HEK293 NFkB inh | MMP13 inh | Cdc25B block | MKP-1 inh | TNAP act mid DEA | JNK3 blocker | ROCK2 blocker | PKA inh | Jurkat tox 60K
28 | O=S(=O)(NCC(c1cccnc1)N1CCN(c2ccc(F)cc2)CC1)c1ccccc1 (configuration not stated) | 12 | -6 | 11 | 13 | nt | 9 | 3 | 0 | 2
25 | CCOC(=O)N1CCc2c(sc(NC(=O)c3ccc(Cl)s3)c2C(N)=O)C1 | 13 | 3 | 8 | 37 | 0.9 | 8 | -2 | -2 | 13
23 | O=C(NCCCN1CCCC1=O)c1cncc(Br)c1 | 12 | 2 | -1 | 8 | 0.9 | -4 | -1 | -3 | -4

Complete entries as entered above:
CCOc1ccccc1OCCCCCc1c(C)n[nH]c1C in the list: HEK293 NFkB inh = 15; MMP13 inh = -2; Cdc25B block = 8; MKP-1 inh = -27; TNAP act mid DEA = 1.1; JNK3 blocker = 2; ROCK2 blocker = 5; PKA inh = 8; Jurkat tox 60K = 2
O=S(=O)(NCC(c1cccnc1)N1CCN(c2ccc(F)cc2)CC1)c1ccccc1 (configuration not stated) in the list: HEK293 NFkB inh = 12; MMP13 inh = -6; Cdc25B block = 11; MKP-1 inh = 13; TNAP act mid DEA = nt; JNK3 blocker = 9; ROCK2 blocker = 3; PKA inh = 0; Jurkat tox 60K = 2
O=C(NCc1ccccc1)C1C2C=CC3(CN(Cc4cccnc4)C(=O)C13)O2 (configuration not stated) in the list: HEK293 NFkB inh = 11; MMP13 inh = 0; Cdc25B block = -1; MKP-1 inh = -5; TNAP act mid DEA = 1; JNK3 blocker = nt; ROCK2 blocker = nt; PKA inh = 6; Jurkat tox 60K = nt
